Screening results as filed in PubChem.
OPRM1-OPRD1 ag – agonists of human mu-delta opioid receptor heterodimerization | cells, OPRM1-OPRD1 heterodimerization, luminescence | AID 504326 | hit rate 0.3% among 340,000 | activation, % at 9.3 µM; in the data active = activation above about 18%;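 note: 0% = vehicle-treated cells and 100% = reference agonist; values of inactives mirror those of a sister screen read the other way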
Wnt act – activates Wnt/beta-catenin signaling in a reporter cell assay | activator, plate reader | activation, % at 9.35 µM | hit rate 1.2% among 300,000 | AID 743398; in the data active = activation above about 30%, passing the limit was not always enough;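 note: 0% = neutral control wells and 100% = positive control wells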
RTF Ca sens inh – cardiac RTF calcium desensitization; IANBD-labeled cardiac RTF, Ca2+ fluorescence; inhibition, % at 7.15 µM; hit rate 0.12% among 340,000;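 active = inhibition above the mean inhibition of all tested compounds plus 3 SD, cut at about 17% in these data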;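 note: assay run at fixed EC70 calcium of 1.6 mM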
cardiac RTF act – cardiac RTF calcium sensitization. IANBD-labeled TnC RTF fluorescence at EC20 calcium; 0% EC20 calcium, 100% full calcium. hit rate 0.24% among 340,000. P19429+P45379. activation, % at 7.2 µM;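 active = activation above the mean over all tested compounds plus 3 SD, cut at about 30% in these data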;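 note: rise in fluorescence read as greater calcium sensitivity of cardiac thin filaments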
DSG3 Ab inh – human desmoglein-3 autoantibody binding inhibition. binding (percent of control), % at 10 µM. AID 588358. P32926. DSG3-coupled beads, scFv-anti-DSG3-GFP binding, flow cytometry; hits give low values. hit rate 0.48% among 310,000;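 active = binding more than 3 SD below its plate's average and above zero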;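 note: hits lower antibody fragment binding to DSG3; some compounds called inactive have numbers as strong as hits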
Target sequence (P32926 whole entry, looked up, the tested form may be a part): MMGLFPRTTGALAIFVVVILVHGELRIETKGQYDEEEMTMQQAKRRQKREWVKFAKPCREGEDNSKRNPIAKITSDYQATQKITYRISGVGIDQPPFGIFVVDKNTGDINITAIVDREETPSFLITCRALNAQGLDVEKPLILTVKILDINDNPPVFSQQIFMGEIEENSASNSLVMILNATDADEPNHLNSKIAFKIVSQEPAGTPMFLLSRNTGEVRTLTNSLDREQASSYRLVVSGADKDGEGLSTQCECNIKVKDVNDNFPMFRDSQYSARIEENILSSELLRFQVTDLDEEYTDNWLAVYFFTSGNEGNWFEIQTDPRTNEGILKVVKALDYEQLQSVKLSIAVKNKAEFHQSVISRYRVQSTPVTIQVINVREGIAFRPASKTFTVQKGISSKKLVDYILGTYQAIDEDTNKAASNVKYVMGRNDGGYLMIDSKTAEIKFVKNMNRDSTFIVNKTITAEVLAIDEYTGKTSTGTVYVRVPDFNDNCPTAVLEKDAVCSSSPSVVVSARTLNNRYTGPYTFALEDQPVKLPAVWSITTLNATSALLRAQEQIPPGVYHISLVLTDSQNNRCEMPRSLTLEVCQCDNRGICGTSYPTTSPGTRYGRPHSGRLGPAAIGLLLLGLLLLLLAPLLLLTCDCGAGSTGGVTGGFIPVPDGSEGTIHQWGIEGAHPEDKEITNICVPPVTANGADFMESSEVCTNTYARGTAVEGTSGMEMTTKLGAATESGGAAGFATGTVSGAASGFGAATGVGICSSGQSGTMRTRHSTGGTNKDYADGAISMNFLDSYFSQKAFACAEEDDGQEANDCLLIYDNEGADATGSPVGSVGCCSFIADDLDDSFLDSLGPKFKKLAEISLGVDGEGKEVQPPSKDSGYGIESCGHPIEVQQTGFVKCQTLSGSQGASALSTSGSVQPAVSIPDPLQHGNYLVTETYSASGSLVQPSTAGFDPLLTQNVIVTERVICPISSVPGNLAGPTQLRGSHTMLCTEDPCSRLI
Arr AP2 block – inhibitors of human beta-arrestin and AP2 interaction | FITC-arrestin peptide / GST-AP2 beads, flow cytometry; AP2 beta2 appendage carries R879A mutation | inhibition, % at 10 µM | hit rate 0.31% among 340,000;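 active = inhibition above a set limit, near 3 SD of compounds lacking own fluorescence, cut at about 54% in these data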;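 note: plate controls were DMSO wells for no effect and 5 µM unlabelled arrestin peptide for full effect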
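Material – AP2 appendage R879A on GSH beads · Buffer or medium – PBS with 0.05% Tween 20 and 0.1% BSA · Probe or stimulus – fluorescein-tagged arrestin peptide at 50 nM final · Incubation – compound with beads 12 min RT, then probe 1 h RT · Detection – high-throughput flow cytometry of beads, ex 488, em 535 nm · Evaluation – percent response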
Keap1-Nrf2 PPI – inhibitors of human Keap1-Nrf2 protein-protein interaction | Q14145 | Keap1 Kelch-Nrf2 peptide fluorescence polarization, 1536-well | inhibition, % at 9.4 µM | hit rate 0.15% among 340,000; in the data active = inhibition above about 12%;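 note: human Keap1 Kelch domain with fluorescein labeled Nrf2 9mer peptide probe; 0% = neutral control wells and 100% = peptide positive control; higher means more block of Keap1 binding to Nrf2 peptide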
LANA DNA inh – KSHV C-LANA DNA binding inhibition. hit rate 0.078% among 340,000. AID 504423. MBP-C-LANA/FAM-LBS DNA binding, fluorescence polarization. inhibition, % at 9 µM;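 active = highest replicate inhibition at or above 60% at 9 µM, even if other replicates fall short; inactive = all replicates below 60% inhibition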;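 note: 0% = neutral control wells and 100% = 4 µM acridine orange control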
MOR-DOR inv ag – inverse agonist of human OPRM1-OPRD1 heterodimerization; hit rate 0.21% among 340,000; cell-based MOR-DOR heterodimer luminescence, inverse agonism; inhibition, % at 9.3 µM; AID 504357; P35372+P41143; in the data active = inhibition above about 22%, passing the limit was not always enough;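 note: 0% = cells with DMSO and 100% = wells without cells with DMSO; values of inactives mirror those of a sister screen read the other way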
V-ATPase pH – yeast V-ATPase proton transport regulation by pHLuorin; S. cerevisiae, pHLuorin cytosolic pH fluorescence; response, % at 10 µM; hit rate 0.37% among 350,000; AID 504577; in the data active = response mostly above about 7.3%, no sharp cut-off; inactive = mostly below about 5.4%; note: actives read high; inactives centre near 0; some compounds called inactive have numbers as strong as hits; reference of the scale not given here
Active calls of the source: *; / = not tested or not shown.

Molecule	RTF Ca sens inh	OPRM1-OPRD1 ag	MOR-DOR inv ag	Keap1-Nrf2 PPI	DSG3 Ab inh	cardiac RTF act	V-ATPase pH	LANA DNA inh	Wnt act	Arr AP2 block
Cc1ccc(Nc2nc(-c3ccc(C)cc3)c(CC(=O)O)s2)cc1	-16	6.5	-38	-4	138	-2	2	3.2	14	-12
C=CCN(CC=C)CC(O)CN(c1cc([N+](=O)[O-])ccc1OC)S(=O)(=O)c1ccccc1 (stereo not drawn)	7	-4.0	20	2	85	-2	0	1.1	1	4
Cc1cc(C)c(NC(=S)NC(CO)(CO)CO)c(C)c1	-1	-3.9	20	1	106	2	-5	-1.4	0	39
Cc1cc([N+](=O)[O-])ccc1NC(=O)c1cncc(Br)c1	-11	-1.6	8	1	95	1	2	0.3	/	-17
Cc1nn(CC(=O)OCC(=O)c2ccccc2)c(C)c1[N+](=O)[O-]	7	-2.3	12	-3	100	-3	1	0.2	1	-6
COc1ccc(S(=O)(=O)N(C)CC(=O)NCCC2=CCCCC2)cc1C	-4	-0.7	4	-2	99	-3	1	-0.9	/	-9
CC1(C)CNC(=O)CC(C)(C)N1O	8	-0.5	3	-1	102	6	0	0.7	1	-8
COc1ccc(Br)c(C(=O)Nc2cccc(Cl)c2Cl)c1	10	-1.4	7	-1	95	-1	-2	2.0	3	-2
CCN(CC)S(=O)(=O)c1ccc(N2CCN(CCOc3ccc(OC)cc3)CC2)nc1	-10	3.3	-27	-2	102	-1	1	2.4	0	1
Cc1cccc(N2C(=O)CC(Sc3nc(-c4ccccc4)c4cc(Cl)ccc4n3)C2=O)c1 (stereo not drawn)	0	-1.4	6	1	95	0	2	-0.9	0	27
COc1ccc(-c2c[n+]3c(n2-c2ccccc2)SCC3)cc1	-8	-0.4	2	-1	115	-1	3	0.3	-1	-24
CC(=O)N1c2ccc(S(=O)(=O)NCC3CCC(C(=O)NCc4ccco4)CC3)cc2CC1C (stereo not drawn)	-8	-1.3	7	-1	/	-3	0	-0.5	0	39
O=[N+]([O-])c1ccc(/C=N/Nc2nc(N3CCCCC3)nc(N3CCCCC3)n2)o1	-8	15	-67	-1	104	3	3	0.4	-5	8
Cc1cc(C)c(S(=O)(=O)NCCc2ccccc2)c(C)c1	-2	4.7	-22	-3	102	9	1	-1.1	-2	7
Cc1nn(-c2ccccc2)c(N)c1C(O)(CC(=O)C(F)(F)F)C(F)(F)F (stereo not drawn)	-16	0.3	-2	-2	101	-3	10	-0.7	-1	1
CN(C)CCN1C(=O)C(=O)/C(=C(/O)c2ccc(S(=O)(=O)N3CCOCC3)cc2)C1c1ccccc1 (stereo not drawn)	-6	1.1	-7	5	106	4	1	-0.5	-1	8
N#Cc1cn(CCOC(=O)c2cccc(C(F)(F)F)c2)c(=O)[nH]c1=O	3	-3.6	18	2	105	-8	-2	-2.0	-1	2
Cc1ccc2c(c1)NC(=O)c1cc([N+](=O)[O-])ccc1O2	4	-1.7	9	-2	96	-1	-2	-1.3	-6	13
COc1ccc(CN2CCN(CCCc3ccccc3)C(CCO)C2)c(OC)c1 (stereo not drawn)	-1	0.7	-3	-4	116	-7	4	-2.1	4	3
O=C(Nc1cc(S(=O)(=O)N2CCOCC2)ccc1N1CCOCC1)c1ccccc1F	-6	-4.4	16	2	/	2	2	0.6	-1	-10
O=C(CSc1nc2ccccc2o1)Nc1nc2c(s1)CCCC2	-4	5.4	-27	1	91	1	-2	-2.5	-1	14
CC(C)CCCN1C(Nc2ccccc2)=NC[C@@H]1Cc1ccccc1	8	-1.0	6	3	104	-1	-7	0.3	/	2
CN(C)S(=O)(=O)c1cccc(NC(=O)CC23CC4CC(CC(C4)C2)C3)c1	-1	3.2	-17	-2	112	-3	0	-0.2	0	33
CC(C)NC(=O)c1noc2cc([N+](=O)[O-])ccc12	-3	1.1	-5	2	/	-6	-2	-1.8	13	4
CCCCNC(=O)COC(=O)c1ccc(F)cc1Cl	0	-0.4	2	0	94	4	1	-0.9	-2	12
Oc1c(Cl)cc(Cl)cc1C(C#Cc1ccccc1)N1CCOCC1 (stereo not drawn)	-12	2.4	-14	-2	108	-2	-3	0.4	/	20
COc1cccc(C(=O)O/N=C(\N)c2ccccn2)c1OC	-9	0.0	0	-2	90	1	2	0.2	26	2
COc1ccc(OCCN(C)Cc2c(O)ccc3ccccc23)cc1	-5	4.6	-38	-5	113	-5	-1	-0.1	-3	-9
COc1cccc(/C=N/Nc2ncnc(N)c2[N+](=O)[O-])c1OC	-2	-1.8	9	-2	104	0	2	-0.5	/	2
CC(=O)Nc1ccc(-c2nnc(SCc3c(C)cc(C)cc3C)n2C)cc1	-7	-0.4	2	0	99	1	-3	1.7	/	-10
COc1ccc(Cl)cc1NC(=O)Nc1ccc(C(=O)N2CCCC2)cc1	-7	3.6	-19	-4	105	-5	-2	-0.2	5	-9
CC(C)c1ccccc1N=C1SCCCN1C(=O)c1cccc(N2C(=O)CCC2=O)c1	-2	-1.4	8	4	84	-5	7	-0.5	-1	26
Cc1ccc(S(=O)(=O)Nc2cccc3cccnc23)c([N+](=O)[O-])c1	5	-5.7	33	-1	/	4	1	2.1	15	35
CCOC(=O)CSc1nc2cc(C(=O)NCc3ccco3)ccc2c(=O)n1-c1ccc(F)cc1	-3	-2.5	13	-6	100	2	3	-0.5	-3	7
O=[N+]([O-])c1ccc(Cl)c(CN2CCSCC2)c1	-3	-0.8	4	-4	100	3	-2	1.8	/	5
CCn1c(O)c(/C=N/N=C2CCCC2)c2ccc(C3=NNC(=O)CC3)cc21	-9	-2.1	11	-10	99	3	2	-3.6	-2	1
COCCN(CCOC)c1ncnc2c1cnn2-c1ccc(Cl)cc1	-2	-2.5	13	4	101	1	-1	-0.4	/	-3
CCCS(=O)(=O)c1cscc1NC(=O)c1c(-c2c(F)cccc2Cl)noc1C	-5	-2.1	11	-8	114	-4	1	-1.4	-2	7
CCOc1ccc(N(CC(=O)N2CCN(c3ccccc3OC)CC2)S(=O)(=O)c2ccc(F)cc2)cc1	12	-1.9	10	1	108	-3	0	3.0	-2	-10
CC(C)(C)c1cc(NC(=O)CSc2nncs2)n(-c2ccccc2)n1	-5	-1.7	10	0	100	-4	0	-0.7	-2	-4
CC1CN(C(=O)C2(C)CC2(Cl)Cl)CC(C)O1 (stereo not drawn)	-8	-1.7	9	-2	127	1	-1	3.2	/	-2
CCOC(=O)C1OC2(CCCC2)OC1C(=O)OCC (stereo not drawn)	0	-2.2	11	2	99	-1	-2	-1.0	-3	-5
CC(C)(C)NC(=O)COC(=O)c1cc(Br)ccc1Cl	-3	-0.6	3	-2	95	-1	0	0.3	/	3
Cc1ccc(C(=O)N/C(=C\c2ccc(Cl)cc2)C(=O)NCCCN2CCOCC2)cc1	-3	-2.5	13	4	107	0	2	0.5	/	-2
Cc1cccc(C)c1NC(=O)CSC(=S)N1CCCC1	-1	0.8	-4	2	91	7	2	-1.2	-2	1

2 compounds picked at random from the list so far, as already listed:
Molecule	RTF Ca sens inh	OPRM1-OPRD1 ag	MOR-DOR inv ag	Keap1-Nrf2 PPI	DSG3 Ab inh	cardiac RTF act	V-ATPase pH	LANA DNA inh	Wnt act	Arr AP2 block
Cc1ccc(S(=O)(=O)Nc2cccc3cccnc23)c([N+](=O)[O-])c1	5	-5.7	33	-1	/	4	1	2.1	15	35
CCOC(=O)C1OC2(CCCC2)OC1C(=O)OCC (stereo not drawn)	0	-2.2	11	2	99	-1	-2	-1.0	-3	-5

Other structures:
Molecule	RTF Ca sens inh	OPRM1-OPRD1 ag	MOR-DOR inv ag	Keap1-Nrf2 PPI	DSG3 Ab inh	cardiac RTF act	V-ATPase pH	LANA DNA inh	Wnt act	Arr AP2 block
CCOCCCNC(=O)C(c1ccc(OC)cc1)N(Cc1ccc2c(c1)OCO2)C(=O)c1ccccc1O (stereo not drawn)	2	-2.0	10	2	106	-2	3	2.8	-18	32
CC(C)(C)C(=O)OCc1nc(-c2ccc(O)c(O)c2)cs1	/	/	/	-3	103	/	3	3.0	-1	38
CCCOc1ccc(/C=C/c2[nH]c(=O)[nH]c(=O)c2[N+](=O)[O-])cc1OCC	0	1.1	-5	-10	740	-1	-4	3.0	0	7
O=C(c1ccccc1)c1cccn1CC(=O)N1CCN(c2ccccc2)CC1	1	-1.9	11	-5	106	-2	-3	1.5	/	-1
CC(=O)N1CCN(c2ccc(NC(=O)c3ccc(C)c([N+](=O)[O-])c3)cc2)CC1	-8	-0.5	2	0	93	-5	4	0.2	0	-14
O=C(CNC(c1ccccc1)c1ccccc1)Nc1c(F)cccc1F	7	-0.6	3	-5	106	1	-3	4.3	-4	-1
CN(C)c1nc(Cl)nc2c1nc(Cl)n2C1CCCCO1 (stereo not drawn)	-1	-1.6	8	-5	114	0	-2	-0.1	-5	4
CC(=O)c1ccc(NC2OC(C)C(O)C(O)C2O)cc1 (stereo not drawn)	-29	-2.6	16	1	/	-5	-4	2.8	-4	-14
Cc1noc(NS(=O)(=O)c2ccc(NC(=O)CSc3nc4c(cc3C#N)CCC4)cc2)c1C	-4	-1.1	6	-1	107	26	2	0.6	0	-8
COc1ccc(N2CCN(CC(=O)Nc3ccc(-n4cnnn4)cc3)CC2)cc1	1	-0.1	1	-5	84	7	7	-1.5	/	0
Cc1ccc2c(c1)C(=NC1CCCCC1)c1cc3ccccc3nc1-2	0	1.3	-6	-6	/	2	2	-0.7	20	2
Cc1ccc(NC(=S)NC(NC(=O)c2ccccc2C)C(Cl)(Cl)Cl)c(C)c1 (stereo not drawn)	-3	4.2	-26	-4	105	-5	-4	1.3	/	2
Cc1ccc2c(CN3CCC(C(N)=O)CC3)cc(=O)oc2c1C	-11	-2.0	13	4	92	5	-6	1.0	4	-2
O=C(N/N=C/C=C\c1ccco1)c1ccccn1	-5	0.0	0	-9	106	7	4	2.1	11	0
COc1ccc(NC(=O)c2scc(S(=O)(=O)C(C)C)c2N)cc1	2	-1.0	5	3	/	-4	-1	-1.9	0	40
Cc1cccc(N2CCN(C3CCCCC3NS(=O)(=O)c3ccccc3)CC2C)c1 (stereo not drawn)	-6	2.9	-15	-1	/	0	2	0.5	/	5
CC(=O)Nc1ccc(Nc2nc(C)c([N+](=O)[O-])c(Nc3ccc(NC(C)=O)cc3)n2)cc1	-5	-0.2	1	0	105	0	1	-0.8	-2	26
COc1ccc(CCn2nnnc2C(c2ccc(Cl)cc2)N2CCN(C)CC2)cc1OC (stereo not drawn)	-3	-0.8	5	-5	103	-2	-157	-2.0	0	-1
COc1ccc(CCNc2ncnc3cc(OC)c(OC)cc23)cc1OC	-11	2.8	-14	-1	96	4	-2	-3.4	-1	10
O=C(CCN1CCc2ccccc2C1)Nc1ccccc1F	0	-1.8	11	-2	/	12	1	0.6	1	1
N#Cc1cc2ccccc2nc1SCC(=O)Nc1ccccc1N1CCOCC1	3	-2.1	11	1	94	-2	-1	0.2	0	4
